# PLC-gamma1 inh = blocks human PLC-gamma1 enzyme activity; P19174; purified PLC-gamma1, fluorogenic substrate, fluorescence; inhibition, % at 12.2 µM; 0.84% of 370,000 active; AID 720700; in the data active = inhibition above about 9.5%
# MBD2 DNA inh = blocks human MBD2 binding to methylated DNA; AID 686964; 0.31% of 370,000 active; Q9UBB5; TR-FRET, MBD2 binding to methylated oligonucleotide; inhibition, % at 4.4 µM; in the data active = inhibition above about 13%
# PLC-beta3 inh = inhibitors of human phospholipase C beta3. Q01970. Purified PLC-beta3, fluorogenic substrate, fluorescence. inhibition, % at 12.2 µM. 0.18% of 370,000 active. AID 720704; in the data active = inhibition above about 11%;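 note: 0% = median of compound wells on plate and 100% = full blocker control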
# UHRF1 binding = blocks human UHRF1 binding to methylated DNA; Q96T88; UHRF1 binding to methylated oligo, TR-FRET; inhibition, % at 4.4 µM; 0.75% of 370,000 active; AID 687016; in the data active = inhibition above about 21%;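 note: UHRF1 SRA domain binding a hemimethylated CpG hairpin DNA probe; 0% = median of test compound wells and 100% = reference inhibitor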
# ARFGAP1 inh = inhibits rat ARF GTPase activating protein 1; Q62848; Arfgap1-stimulated ARF1 GTP hydrolysis, GDP FP detection; inhibition, % at 16.5 µM; 0.26% of 360,000 active;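 active = inhibition above a per-plate limit, mean inhibition of low control wells plus 3 SD, cut at about 25% in these data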;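 note: 0% = DMSO wells with enzyme and 100% = wells lacking Arfgap1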
# Target sequence (Q62848 1-136 limits assumed): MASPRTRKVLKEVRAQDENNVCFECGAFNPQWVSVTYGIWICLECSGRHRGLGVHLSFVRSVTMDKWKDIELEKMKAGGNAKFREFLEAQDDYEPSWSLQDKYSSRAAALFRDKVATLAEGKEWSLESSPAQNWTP
#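 Assay system: purified rat His6-Arfgap1 residues 1-136 (GAP domain); Reagent: human Δ17 ARF1 bound to GTP; Dosing: 16.5 µM single point, 1.26% DMSO; Times: GTP hydrolysis reaction 2 h at 25 °C; Signal: FP, GDP Alexa 633 tracer displaced from anti-GDP antibody, 620/688 nm; Measure: % inhibition from polarization.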
# ASAP1 GAP inh = ASAP1 ArfGAP inhibition; Q9ULH1; ASAP1-stimulated ARF1 GTP hydrolysis, GDP FP detection; inhibition, % at 16.5 µM; 0.19% of 360,000 active; in the data active = inhibition above about 25%;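 note: 0% = vehicle with enzyme and substrate and 100% = no enzyme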
# Tn6 DDE FP = disrupts Tn6 cyclic peptide binding to fibrin D-Dimer-E complex. 0.21% of 370,000 active. inhibition, % at 8.3 µM. AID 720509. Fibrin DD(E) TRITC-Tn6 fluorescence polarization displacement. P02675;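 active = inhibition above a per-campaign cutoff: mean of compounds within control limits plus 3 SD, cut at about 15% in these data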;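 note: 0% = median of all compound wells on the plate and 100% = blocking peptide control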
# proKLK7 act = proKLK7 (human) activation, primary screen; P49862; purified proKLK7, EDANS-DABCYL substrate fluorescence; 100% is mature enzyme control, 0% vehicle; AID 652039; activation, % at 7 µM; 0.9% of 370,000 active;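 active = activation above the mean of all tested compounds plus 3 SD, computed per campaign excluding outliers beyond control limits, cut at about 13% in these data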
# Target sequence (P49862 whole entry, looked up): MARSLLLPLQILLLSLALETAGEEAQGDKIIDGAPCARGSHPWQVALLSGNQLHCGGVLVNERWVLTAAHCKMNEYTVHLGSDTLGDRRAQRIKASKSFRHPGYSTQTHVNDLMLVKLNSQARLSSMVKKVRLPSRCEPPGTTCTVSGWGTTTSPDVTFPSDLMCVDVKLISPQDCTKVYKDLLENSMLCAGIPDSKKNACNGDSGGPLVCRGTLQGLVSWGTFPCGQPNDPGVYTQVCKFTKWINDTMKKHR
# Tn7 DDE FP = inhibitors of Tn7 peptide binding to human fibrin DD(E); inhibition, % at 8.3 µM; AID 720508; P02675; 0.13% of 370,000 active; FP displacement of FITC-Tn7 peptide from fibrin DD(E); 0% = median of compound wells per plate;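 active = inhibition above the mean of compounds falling within the control limits plus 3 SD of them, cut at about 14% in these data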;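 note: 0% = plate median of compound wells and 100% = 10 µM Aha-Tn7 peptide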
#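 Also added: labelled Tn7 tracer, 0.1 µM; Assay system: human fibrin DD(E) protein; Amount: 2 µM fibrin DD(E); Schedule: 10 min compound pre-incubation, 3 h probe incubation at room temperature; Repeats: one replicate per compound; Read-out basis: percent inhibition; Measured by: fluorescence polarization of the labelled Tn7 tracer.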
# ADAM17 inh = inhibitors of human ADAM17 | recombinant ADAM17, EDANS/DABCYL FRET peptide cleavage | inhibition, % at 6.95 µM | 0.83% of 370,000 active;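 active = inhibition above the mean of compounds lying between control limits plus 3 SD, set per campaign, cut at about 8.5% in these data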;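 note: 0% = DMSO-only wells as the low control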
# Target sequence (P78536 215-824 limits assumed): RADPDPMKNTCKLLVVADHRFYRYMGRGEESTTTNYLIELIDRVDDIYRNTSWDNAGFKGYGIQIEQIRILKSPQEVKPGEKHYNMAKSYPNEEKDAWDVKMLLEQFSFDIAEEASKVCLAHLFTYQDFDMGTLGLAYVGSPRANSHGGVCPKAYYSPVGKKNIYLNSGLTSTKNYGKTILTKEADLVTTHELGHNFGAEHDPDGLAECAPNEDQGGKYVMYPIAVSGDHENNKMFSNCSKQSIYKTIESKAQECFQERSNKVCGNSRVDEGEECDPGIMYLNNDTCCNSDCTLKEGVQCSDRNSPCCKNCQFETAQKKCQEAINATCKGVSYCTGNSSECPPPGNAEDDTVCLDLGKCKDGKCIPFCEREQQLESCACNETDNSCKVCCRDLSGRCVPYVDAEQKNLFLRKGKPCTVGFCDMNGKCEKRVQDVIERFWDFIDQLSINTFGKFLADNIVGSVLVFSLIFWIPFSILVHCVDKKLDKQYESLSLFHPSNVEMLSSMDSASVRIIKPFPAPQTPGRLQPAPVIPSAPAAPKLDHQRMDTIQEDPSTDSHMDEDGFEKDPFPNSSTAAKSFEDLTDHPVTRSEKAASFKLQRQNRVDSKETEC
# * = called active by the depositor; i = inactive.
SMILES,PLC-gamma1 inh,MBD2 DNA inh,PLC-beta3 inh,UHRF1 binding,ARFGAP1 inh,ASAP1 GAP inh,Tn6 DDE FP,proKLK7 act,Tn7 DDE FP,ADAM17 inh
Cc1cc(/C=C2\C(=N)N3N=C(CC(=O)N4CCOCC4)SC3=NC2=O)c(C)n1-c1ccccc1,-45,-2,-85,2,6,11,6,0.6,0,-7
CCN1C(=O)C(O)(C2COC(C)(C)CC2=O)c2ccccc21 (stereo unspecified),1,-3,-1,6,2,1,3,0.3,4,-2
COc1ccc(Cl)cc1NC(=O)C[n+]1ccccc1,2,0,-3,4,-1,0,0,-0.3,-6,4
O=C(NC1CCCCCC1)c1cc(S(=O)(=O)N2CCCCC2)ccc1N1CCOCC1,-1,-6,2,-1,14,3,0,0.7,2,0
CCN(C(=O)c1ccc2c(SCC(=O)O)c3c(nc2c1)CCC3)c1cc(Cl)ccc1OC,2,-5,-5,-3,5,-8,2,0.6,-1,3
COc1ccc(Cl)cc1NC(=O)Cn1c(=O)oc2ccccc21,-2,-5,-4,0,21,2,4,0.2,1,-2
O=C(N/N=C/c1cc(Cl)c(O)c(Cl)c1)c1cc2c(ccc3ccccc32)o1,i,-9,i,-2,-33,1,-17,0.2,5,-26
CCc1noc(C)c1C(=O)N1CCN(S(=O)(=O)c2c(C)cc(C)cc2C)CC1,3,-2,-5,2,4,1,3,0.6,-8,3
CCC(=O)N1CCc2cc(S(=O)(=O)N3CCN(c4ccccc4Cl)CC3)ccc21,2,6,-5,-1,-11,-11,4,0.6,-6,-3
Cc1cc(NCCO)c2cc(O)ccc2n1,i,0,i,2,-12,-6,2,81*,-1,i
COc1ccc(OC)c(S(=O)(=O)N2CCC(C(=O)NC3CCCCC3)CC2)c1,-1,-1,-7,-2,-8,-8,0,0.5,-2,-5
Clc1cccc(-c2cc3nc(NCCOc4ccccc4)ccn3n2)c1,-7,-2,-14,2,0,2,2,-0.4,0,-5
COc1ccc(Cl)cc1NC(=O)C(C)N1CCN(c2ccccn2)CC1 (stereo unspecified),-2,2,-6,7,3,-6,2,0.1,3,0
Cc1c(NC(=O)c2cc(S(=O)(=O)N3CCCCC3)ccc2Cl)c(=O)n(-c2ccccc2)n1C,8,10,-2,3,13,-3,-7,0.7,3,-8
CS(=O)(=O)N1Cc2ccccc2CC1C(=O)Nc1ccccc1C(N)=O (stereo unspecified),4,-7,1,-1,-4,2,2,-0.1,-4,2
CCc1cccc(NC(=O)c2ccc(CNc3c(N4CCCC4)c(=O)c3=O)cc2)c1,-1,-4,-4,1,0,3,-3,0.1,1,-5
CCOc1ccc(C(=O)NC(C(=O)NCCc2ccc(S(N)(=O)=O)cc2)C(C)C)cc1 (stereo unspecified),-1,-5,-4,-1,1,-2,-6,0.2,1,-2
COc1ccc2cc(C(=O)/C=C/c3cc(OC)c(O)c(OC)c3)ccc2c1,-31,2,-56,-1,26*,14,-6,-0.2,1,-12
CN(c1ccccc1)S(=O)(=O)c1cccc(NC(=O)CSc2nncn2C)c1,0,2,0,4,10,-2,-1,-0.7,-7,-2
CO/N=C(/CS(=O)(=O)Cc1ccccc1Cl)c1ccc(Cl)cc1Cl,3,-1,3,0,6,3,4,0.1,-5,8
O=S(=O)(Nc1ccc(Cl)c(Cl)c1)N1CCOCC1,0,5,-6,2,19,5,-15,-0.6,2,-7
COC(=O)C1=C(C)N(Cc2ccccc2)C(=NCC(C)C)N[C@H]1c1cccc(F)c1,4,3,4,1,1,2,4,-0.6,-1,-7
O=C(NC1CCCCC1)c1ccc(CNc2nc(=S)[nH]c3ccccc23)cc1,6,5,-2,4,14,10,-8,0.7,-7,-2
O=C(/C=C/c1ccco1)NC(=S)Nc1cccc(-c2nc3ccccc3o2)c1,-12,2,-22,-2,15,8,-9,-0.2,1,-6
COc1ccc(C(=O)C[n+]2cn(C(F)F)c3ccccc32)c(F)c1,-65,5,-92,8,-7,-9,1,2.1,1,-18
O=C(Cn1ncc2c1-c1ccccc1OC2)N1CCN(Cc2ccc3c(c2)OCO3)CC1,0,-6,1,1,7,-7,-3,-0.2,-2,1
CCC(C)(C)c1ccc(OCCCC[n+]2ccc(C)cc2)c(C(C)(C)CC)c1,0,0,-6,2,-2,-7,-1,0.0,1,-2
Cc1nn(-c2ccccc2)c(C)c1C(=O)OCc1ccc(C#N)cc1,0,2,-7,1,7,-4,-5,-0.6,-2,-3
Clc1ccc(-c2nnc(C3CCCCC3)o2)cc1,3,3,-2,1,2,-1,-1,-0.6,2,-1
Cc1cc(C(C#N)c2ccccc2)n2ncnc2n1 (stereo unspecified),-9,-9,-9,2,6,-2,7,0.7,7,-8

# Another view of some results above.
PLC-gamma1 inh | MBD2 DNA inh | PLC-beta3 inh | UHRF1 binding | ARFGAP1 inh | ASAP1 GAP inh | Tn6 DDE FP | proKLK7 act | Tn7 DDE FP | ADAM17 inh | Structure
3 | -1 | 3 | 0 | 6 | 3 | 4 | 0.1 | -5 | 8 | CO/N=C(/CS(=O)(=O)Cc1ccccc1Cl)c1ccc(Cl)cc1Cl
0 | 5 | -6 | 2 | 19 | 5 | -15 | -0.6 | 2 | -7 | O=S(=O)(Nc1ccc(Cl)c(Cl)c1)N1CCOCC1
4 | 3 | 4 | 1 | 1 | 2 | 4 | -0.6 | -1 | -7 | COC(=O)C1=C(C)N(Cc2ccccc2)C(=NCC(C)C)N[C@H]1c1cccc(F)c1
6 | 5 | -2 | 4 | 14 | 10 | -8 | 0.7 | -7 | -2 | O=C(NC1CCCCC1)c1ccc(CNc2nc(=S)[nH]c3ccccc23)cc1
-12 | 2 | -22 | -2 | 15 | 8 | -9 | -0.2 | 1 | -6 | O=C(/C=C/c1ccco1)NC(=S)Nc1cccc(-c2nc3ccccc3o2)c1
-65 | 5 | -92 | 8 | -7 | -9 | 1 | 2.1 | 1 | -18 | COc1ccc(C(=O)C[n+]2cn(C(F)F)c3ccccc32)c(F)c1
0 | -6 | 1 | 1 | 7 | -7 | -3 | -0.2 | -2 | 1 | O=C(Cn1ncc2c1-c1ccccc1OC2)N1CCN(Cc2ccc3c(c2)OCO3)CC1
0 | 0 | -6 | 2 | -2 | -7 | -1 | 0.0 | 1 | -2 | CCC(C)(C)c1ccc(OCCCC[n+]2ccc(C)cc2)c(C(C)(C)CC)c1
0 | 2 | -7 | 1 | 7 | -4 | -5 | -0.6 | -2 | -3 | Cc1nn(-c2ccccc2)c(C)c1C(=O)OCc1ccc(C#N)cc1
3 | 3 | -2 | 1 | 2 | -1 | -1 | -0.6 | 2 | -1 | Clc1ccc(-c2nnc(C3CCCCC3)o2)cc1
-9 | -9 | -9 | 2 | 6 | -2 | 7 | 0.7 | 7 | -8 | Cc1cc(C(C#N)c2ccccc2)n2ncnc2n1 (stereo unspecified)

# Remaining list, next part
SMILES,PLC-gamma1 inh,MBD2 DNA inh,PLC-beta3 inh,UHRF1 binding,ARFGAP1 inh,ASAP1 GAP inh,Tn6 DDE FP,proKLK7 act,Tn7 DDE FP,ADAM17 inh
Nc1c(S(=O)(=O)c2ccccc2)c2nc3ccccc3nc2n1CCN1CCOCC1,-45,0,-58,3,-1,-2,1,0.2,7,-66
CCOC1=C2[C@@H](CN(S(=O)(=O)c3ccc(C)cc3)[C@H]2c2ccc(CC)cc2)[C@H]2C(=O)N(c3ccccc3)C(=O)[C@H]2C1,-2,-1,-4,-3,-5,4,1,0.3,4,-5
CC(=O)N1CCCc2cc(S(=O)(=O)NCc3ccc(C)cc3)ccc21,5,3,2,0,0,1,0,0.1,6,-1
Cn1c(-c2ccc3ccccc3n2)[n+](C)c2ccccc21,-3,2,-9,0,-6,11,12,-0.7,-1,-9
O=C(N/N=C\C=C\c1ccco1)c1cncc(Br)c1,-3,-1,-2,-2,-4,-12,2,0.4,-10,-4
O=C(c1ccc2nc[nH]c2c1)N1CCN(c2cccc(C(F)(F)F)c2)CC1,0,7,-3,1,-7,-4,0,-0.1,1,-7
COCCN(CC(=O)Nc1ccccc1C(F)(F)F)C(=O)c1ccc(-n2cccn2)cc1,-1,-1,0,9,8,5,-5,0.8,-1,3
COc1ccc(N2C(=O)c3ccccc3NC2c2ccc(OC)c(CN3CCOCC3)c2)cc1 (stereo unspecified),-47,-1,-71,3,0,-2,-9,0.0,-5,-36
CCOC(=O)c1nc(Nc2ccccc2C)c2ccccc2n1,1,1,-7,-2,12,-7,3,0.3,0,-1
Cc1ccc(C)c(N2CCN(C(=S)Nc3ccc4nc(N5CCN(C)CC5)cc(C)c4c3)CC2)c1,-181,2,-225,-2,-3,-6,0,5.8,-2,-126
COc1cc(OC)cc(-n2c3nc4ccccc4nc3c3c(=O)n(CC4CCCO4)cnc32)c1 (stereo unspecified),-24,0,-20,4,-12,-4,-3,-13,8,-16
CCNc1c([N+](=O)[O-])ncn1C,3,5,2,3,5,2,4,-0.6,0,-4
CCCCNC(=O)CC1N=C2c3ccccc3N=C(SCC(=O)Nc3cccc(OC)c3)N2C1=O (stereo unspecified),2,-3,-3,-1,-7,-18,10,0.6,-6,-3
CCOC(=O)c1oc2cc(O)c(CC)cc2c(=O)c1-c1ccc2c(c1)OCCO2,-1,2,0,0,0,-4,-1,0.8,0,1
CCOC(=O)c1c(-c2ccccc2)oc2ccc(OCC(=O)NN)cc12,-84,2,-121,-1,5,2,0,9.7,6,-62
COC(=O)c1ccc(N2CCN(C(=O)c3ccccc3)CC2)c(NC(C)=O)c1,-1,5,-4,2,0,-1,-6,0.2,1,-4
COC(=O)CSc1nnc(-c2sc3ccccc3c2Cl)o1,-50,-4,-61,-3,5,-8,9,0.5,1,-4
Cn1c(N)c(C(=O)/C=C/c2ccccc2)c(=O)[nH]c1=O,-3,-7,-18,-2,-1,2,3,0.5,-1,-3
Cc1ccc(S(=O)(=O)NNC(=O)C2CCN(Cc3ccccc3)CC2)cc1,-2,-3,1,1,13,-6,0,0.2,2,-3
Cc1ccc(-n2nc(C)c(NS(=O)(=O)c3ccccc3)c2C)cc1C,1,-3,3,4,-11,3,1,-0.2,-6,-2
Cn1c(=O)c2c(nc(CN3CCN(C(c4ccccc4)c4ccccc4)CC3)n2CCCO)n(C)c1=O,2,3,-4,3,1,-5,0,1.1,0,-5
CCOc1ccc(S(=O)(=O)N2CCC(C(=O)N3CCN(c4ccccc4)CC3)CC2)cc1,1,8,-9,0,-4,1,0,-0.5,-2,-3
